Yfh1-off respiration = enhancers of respiration in Yfh1-depleted yeast, dose response, Friedreich's ataxia, plus single-dose screen (AID 1465). 220,000 compounds, 0.074% hits. fold induction at 50 µM, or EC50 in µM where a hit was titrated. S. cerevisiae Yfh1-off respiration, WST-1 reduction, 72 h; higher fold induction means a stronger effect;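 active = fold induction of absorbance versus untreated yeast above a set limit, then at least 30% activation at any dose in follow-up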;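 note: activators that raise dye reduction in frataxin-depleted yeast; strong numbers were not always called active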
PMI inhibition = human PMI inhibitors, high substrate, primary screen, biochemical, fluorescence intensity, high mannose 6-phosphate (AID 1220). Mannose-6-phosphate isomerase (Homo sapiens). recombinant PMI enzyme, coupled fluorescence intensity; higher % means a stronger effect. one-dose inhibition, % at 20 µM; IC50 in µM for titrated hits. 190,000 compounds, 0.66% hits
WT yeast gro inh = growth inhibition of WT strain, primary screen, mitochondrial fusion inhibitor project, WT and mutant strains, chemical genetic. mitochondrial fusion phenotypic screen. inhibition, % at 10 µM. 190,000 compounds, 2.1% hits. AID 1362, 2008; in the data active = inhibition above about 58%; tested in S. cerevisiae
MT stabilize HCS = microtubule stabilizers in HeLa cells, primary screen, imaging, high-content imaging | HeLa tubulin immunostaining HCS, 24 h; share of cells brighter than vehicle mean+2SD | % tubulin-high responders, % at 10 µM | 200,000 compounds, 0.83% hits;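 active = plate Z-score above 3 for both tubulin-high and condensed-nucleus cell shares, with cell loss under 80%, at 10 µM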;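 note: anti alpha tubulin signal scored within the nucleus-defined area of each cell; some results filed as inactive read as strong as hits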
Ins promoter up = insulin promoter activators in MIN6 cells, imaging, high-content screening, mouse beta cells; z-score at 5 µM; 190,000 compounds, 0.3% hits; MIN6 insulin promoter-GFP reporter; hits give high values; AID 1625, 2009;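 active = z-score above 3 at 5 µM with at least 500 cells counted in the well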
Autophagy mod = autophagy modulators in MEF cells, primary screen, imaging, high-content, MEF GFP-LC3; MEF GFP-LC3 puncta imaging; test concentration mostly 10 µM; calls only at 10 µM (by protocol); 190,000 compounds, 0.98% hits; AID 463193, 2010;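 active = percentage of spot-positive cells more than 3 SD above its plate mean, without a fluorescence outlier flag or 80% toxicity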;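 note: spot-positive cell cutoff set from DMSO-treated cells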
Dynein transport = inhibitors of GR-EGFP nuclear translocation, primary screen, dynein cargo transport inhibitor project, imaging, high-content, 3617.4 mouse cells; test concentration mostly 20 µM; stimulated with dexamethasone, 1 µM; hits give low values; z-score, hits read low; 220,000 compounds, 0.47% hits; AID 1381, 2008;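 active = plate z-score of nuclear minus cytoplasmic receptor signal below a set negative limit, without overly bright fluorescence or cell loss, cut at about -3.5 in these data, passing the limit was not always enough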;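 note: z-score of nuclear minus cytoplasmic ring GR-EGFP intensity difference per well; some compounds called inactive have numbers as strong as hits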
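Schedule: 48 h induction, then 1 h compound, then 30 min agonist, 37 °C. Buffer or medium: tetracycline-free induction medium containing charcoal-stripped FBS. Reagent: 1.0 µM final dexamethasone stimulus. Evaluation: nuclear versus cytoplasmic GR-EGFP signal, averaged per well. Signal: high-content fluorescence imaging after fixation.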
PMI inhibitors = inhibitors of human PMI, primary screen, biochemical, fluorescence intensity, coupled assay (AID 1209); 190,000 compounds, 0.42% hits; Mannose-6-phosphate isomerase (Homo sapiens); one-dose inhibition, % at 20 µM; IC50 in µM for titrated hits; purified PMI enzyme, coupled fluorescence intensity; higher % means a stronger effect;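 note: plate controls were DMSO vehicle for no effect and wells lacking substrate for full effect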
bCat nuc transl = modulators of beta-catenin nuclear translocation, primary screen, imaging, HeLa cells, immunofluorescence, high-content | 190,000 compounds, 0.3% hits | AID 1665, 2009 | nuclear translocation activity, % at 5 µM;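 active = nuclear translocation activity above 50% at 5 µM, with a well cell count of 50 or more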;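 note: per-cell ratio of nuclear to cytoplasmic median beta-catenin stain intensity; plate controls were DMSO negative control for no effect and GSK-3 inhibitor IX positive control for full effect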
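assay system = human HeLa cells, endogenous beta-catenin | times = compound treatment 24 h, 37°C, 5% CO2 | detection = Anti-beta-catenin immunofluorescence on PFA-fixed, Triton-permeabilized cells, DAPI nuclei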
WT yeast gro inh mutant strain = also measured in WT yeast gro inh; calls as there; inhibition, %; mitochondrial fusion phenotypic screen, mutant strain inhibition
Dynein transport cytoplasmic EGFP = recorded beside Dynein transport, whose call it bears; z-score; measured here: cytoplasmic GR-EGFP intensity; hits give high values
Dynein transport nuclear GR-EGFP = recorded beside Dynein transport, whose call it bears; z-score; measured here: nuclear GR-EGFP intensity;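 lower value marks the stronger effect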
Dynein transport cell count = recorded beside Dynein transport, whose call it bears; z-score; measured here: cell count per field
Ins promoter up cell count = second read-out of Ins promoter up, no call of its own (marks repeat the call); cell count; measured here: cytotoxicity, nuclei count;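 total cells summed across four imaged fields per well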
bCat nuc transl cell count 5 µM = recorded beside bCat nuc transl, whose call it bears; cell count; measured here: cell count, cytotoxicity flag
MT stabilize HCS Hoechst-high % = recorded beside MT stabilize HCS, whose call it bears; % Hoechst-high responders; measured here: nuclear condensation Hoechst responders;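 share of cells brighter than vehicle mean plus two SD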
MT stabilize HCS cytotoxicity % = also measured in MT stabilize HCS; calls as there; toxicity, %; measured here: cytotoxicity by cell density;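 0% = mean cell density of plate MIN control wells and 100% = no cells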
Autophagy mod cell loss 18 h = also measured in Autophagy mod; calls as there; toxicity, %; measured here: cell loss, nuclei count;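 cell loss after 18 h compound exposure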
The depositor's hits bear a star; i = inactive; . = not tested or not shown. Cut-off read from the data, not from the text of the source, unless noted: active = inhibition above about 50%; inactive = the rest.

item	canonical_smiles	WT yeast gro inh	MT stabilize HCS Hoechst-high %	PMI inhibitors	bCat nuc transl	MT stabilize HCS	Ins promoter up cell count	Dynein transport nuclear GR-EGFP	Dynein transport	Autophagy mod cell loss 18 h	Autophagy mod	Ins promoter up	WT yeast gro inh mutant strain	PMI inhibition	MT stabilize HCS cytotoxicity %	Dynein transport cytoplasmic EGFP	bCat nuc transl cell count 5 µM	Yfh1-off respiration	Dynein transport cell count
1	O=S(=O)(c1ccccc1)N1CCC(O)(CSc2ccccc2)CC1	9	2.5	-13%	0.2	2.9	1130	0.054	0.12	-7	i	0.19	-4	-11%	0.7	-0.068	1102	i	-0.8
2	Cc1ccc([N+](=O)[O-])cc1NC(=O)/C=C/C(=O)O	.	.	.	1.2	.	1014	0.052	0.25	.	.	0.89	.	.	.	-0.26	1241	i	0.38
3	O=C(O)c1cc(-c2cccc([N+](=O)[O-])c2)n[nH]1	7	1.8	-12%	-0.9	1.1	1275	-0.19	-0.74	-25	i	0.93	6	-2%	6.2	-0.19	1115	i	0.56
4	Cc1nn(C)c(C)c1NC(=O)CN1CCC(O)(c2ccc3c(c2)OCO3)CC1	.	1.6	-10%	-2.8	2.7	.	0.21	0.077	-3	i	.	.	-4%	4.4	-0.21	824	i	0.12
5	CC(C)N(C(=O)Cn1cc(SCC(N)=O)c2ccccc21)C(C)C	-17	1.5	-4%	.	1.7	1189	-0.12	-0.075	-3	i	0.14	16	-4%	4.8	-0.32	.	i	1.3
6	CCCC(=O)N1CCC(O)(c2cccc(F)c2)CC1	2	2.1	-6%	-1.5	2.8	1186	0.37	0.63	12	i	0.13	6	-5%	7.6	-0.16	1123	i	-0.16
7	COc1nccc(C(F)(F)F)c1C(=O)NC(=O)Nc1ccccc1	.	.	.	-1.5	.	1327	-0.4	-0.76	.	.	-0.2	.	.	.	-0.19	1146	i	0.31
8	CC(C)n1cnc2c(Nc3ccc(C(=O)O)cc3)nc(Cl)nc21	.	.	.	0.2	.	926	0.083	0.014	.	.	-0.7	.	.	.	-0.55	1285	i	0.32
9	CC(C)(C)CC(=O)Nc1ccc(C(N)=O)cc1	-11	2.7	-8%	-1.1	2.0	1175	-0.24	-0.71	-2	i	0.54	-17	-7%	23	-0.19	1154	i	0.43
10	CCOC(=O)C1=C(C)NC(C)=C(C(=O)OCC)C1C(=O)OCC(=O)N1c2ccccc2CC1C (stereo unspecified)	-5	1.1	8%	.	1.6	846	0.53	0.39	1	i	-0.98	-11	8%	11	-0.12	.	i	-0.074
11	CCc1nc2ccc(C(=O)Nc3ccc(NC(C)=O)cc3)cc2nc1CC	3	2.4	11%	0.5	4.7	1570	0.27	0.15	-3	i	0.09	-12	7%	5.9	-0.21	1076	i	-0.51
12	Cc1cccc(N2C(=O)c3cccc4c(N(C)CCO)ccc(c34)C2=O)c1	20	3.2	13%	0.0	5.7	1092	1.2	0.88	-3	i	0.69	24	34%	4.0	3.5	830	.	0.17
13	Cc1cc(C)nc(NC(=O)/C=C/c2ccc(Cl)cc2)n1	.	.	.	-1.2	.	1373	0.91	2	.	.	0.08	.	.	.	-0.23	1115	i	-0.67
14	COc1ccc2[nH]cc(CCNC(=S)NCCc3ccccc3)c2c1	14	1.7	11%	-4.7	4.6	1492	-0.086	0.11	-1	i	-0.05	-2	4%	14	-0.18	1049	i	-0.45
15	CCOC(=O)N1CCN(C(=O)Nc2ccc3nc(-c4ccccn4)c(-c4ccccn4)nc3c2)CC1	5	3.5	28%	.	2.2	1264	0.33	0.15	-14	i	-0.38	0	26%	4.8	-0.22	.	i	0.91
16	CC(C)c1cc(C(=O)N2CCCC(CCC(=O)N3CCN(c4ccccn4)CC3)C2)no1 (stereo unspecified)	.	.	.	0.4	.	1195	0.41	1.1	.	.	1.2	.	.	.	-0.23	1338	i	-0.28
17	CCOc1cc(C(=O)N2CCCC2)cc(OCC)c1OCC	-13	2.0	16%	.	3.3	1262	1.3	1.9	0	i	-0.17	-52	8%	6.5	-0.24	.	i	-0.52
18	CCCCN=Cc1sc2ccc(OCC)cc2c1O	-5	1.2	46%	3.6	1.6	886	-0.2	-0.53	4	i	0.24	-38	35%	8.7	0.26	1090	i	-0.024
19	COc1cc(/C=N/NC(=O)c2cccc(S(=O)(=O)N3CCOCC3)c2)cc(OC)c1O	2	2.6	15%	-1.4	3.4	.	-0.022	1.2	-13	i	.	2	14%	4.8	-0.34	981	i	-1.6
20	CS(=O)(=O)c1ccc(Cl)c(NC(=O)Cc2c(Cl)cccc2Cl)c1	-12	2.6	-21%	-1.7	6.2	1588	-0.16	-0.77	-1	i	0.12	-2	-22%	9.9	-0.19	1002	i	-0.0093
21	CN1CCN(c2ccccc2NC(=O)c2cc3c(s2)-c2ccccc2OC3)CC1	.	.	.	-0.2	.	941	0.84	0.66	.	.	-0.5	.	.	.	-0.24	1288	i	-0.042
22	Cc1n[nH]c(=S)n1-c1ccc(Cl)cc1	-7	2.2	6%	-0.1	2.4	1595	0.22	0.34	18	i	0.44	-2	2%	9.4	-0.18	1000	i	-0.11
23	COc1ccc(-c2noc(CN(C)C(=O)Nc3ccccc3)n2)cc1	7	1.9	0%	-3.5	5.7	1792	0.37	-0.42	6	i	0.77	6	-1%	9.6	-0.27	1129	i	-0.39
24	CCc1nnc(NC(=O)CSc2ncc(-c3ccccc3)[nH]2)s1	-9	1.3	-3%	2.6	2.0	799	0.18	-0.34	-2	i	0.7	-6	-10%	7.6	-0.21	1094	i	1
25	O=C(CSc1nc2ccccc2s1)Nc1ccc2c(c1)oc1ccccc12	-6	3.6	3%	-0.8	1.6	1374	-0.6	-0.81	2	i	0.06	-16	6%	7.4	-0.31	1056	i	0.98
26	CCn1nc(C)c(CNC(=O)Nc2ccccc2C(=O)OC)c1C	0	1.4	-5%	-2.1	2.0	1116	-0.25	0.18	7	i	0.07	-13	-4%	7.3	-0.35	1068	i	0.5
27	CC(C)NC(=O)/C(C#N)=C\c1ccc(N(C)C)c(Br)c1	0	2.6	-6%	-0.3	4.8	1460	0.056	-0.48	11	i	0.33	25	2%	5.7	-0.18	1538	i	1.3
28	Cn1nc([N+](=O)[O-])c2c(-c3nc4ccccc4s3)c(N)n(C3CCCCC3)c2c1=O	-2	1.7	12%	5.1	1.4	883	-0.23	-0.47	-10	i	0.58	-7	2%	6.7	-0.11	985	i	0.22
29	Cc1ccccc1N1CCN(c2ccc(NC(=O)C3CCCCC3C(=O)O)cc2)CC1 (stereo unspecified)	-12	3.2	-10%	-1.6	2.5	1361	-0.42	-0.31	14	i	0.2	-18	-2%	2.7	-0.28	513	i	0.22
30	CC12CCC(C(=O)n3c1nc1ccccc13)C2(C)C (stereo unspecified)	1	1.7	1%	-3.3	2.2	1528	-0.14	-0.59	-3	i	-0.27	-2	-4%	6.0	-0.23	958	i	0.6
31	Cc1cccc(CSc2nc3c(c(=O)[nH]2)CCC3)c1	5	1.6	7%	-1.1	4.6	983	-0.26	0.19	-4	i	0.29	-4	7%	8.1	-0.32	1096	i	0.28
32	COC(=O)C1=C(C)N(c2ccc(Cl)cc2)/C(=C/c2ccc(O)cc2)C1=O	-8	0.9	-1%	0.2	2.8	1546	0.078	-0.47	17	i	-0.56	-3	-2%	0.5	0.73	1458	i	-0.47
33	O=C1NC(=O)C2(COC(c3cccnc3)OC2)S1 (stereo unspecified)	-23	1.2	-5%	1.3	2.7	1204	-0.62	-0.61	1	i	-0.03	2	3%	1.1	-0.31	487	i	0.69
34	O=c1[nH]c2cccc(Cl)c2n(CCNc2ncc(C(F)(F)F)cc2Cl)c1=O	12	1.3	15%	0.6	1.8	1249	-0.22	-0.054	2	i	1.2	8	11%	4.9	-0.16	1380	i	0.5
35	Cc1nnc(SC(C)C(=O)N2CCc3ccccc32)s1 (stereo unspecified)	1	2.2	15%	-5.2	3.6	874	-0.13	-0.26	37	i	0	-19	10%	2.8	-0.18	1185	i	0.45
36	Cc1ccccc1NC(=O)Cc1nnc(N)s1	.	.	.	-4.4	.	1428	-0.18	-0.33	.	.	-0.62	.	.	.	-0.29	1181	i	0.45

Single records (already shown). Order of values: WT yeast gro inh	MT stabilize HCS Hoechst-high %	PMI inhibitors	bCat nuc transl	MT stabilize HCS	Ins promoter up cell count	Dynein transport nuclear GR-EGFP	Dynein transport	Autophagy mod cell loss 18 h	Autophagy mod	Ins promoter up	WT yeast gro inh mutant strain	PMI inhibition	MT stabilize HCS cytotoxicity %	Dynein transport cytoplasmic EGFP	bCat nuc transl cell count 5 µM	Yfh1-off respiration	Dynein transport cell count
`O=c1[nH]c2cccc(Cl)c2n(CCNc2ncc(C(F)(F)F)cc2Cl)c1=O` is listed as 12	1.3	15%	0.6	1.8	1249	-0.22	-0.054	2	i	1.2	8	11%	4.9	-0.16	1380	i	0.5
`Cc1ccccc1NC(=O)Cc1nnc(N)s1` is listed as .	.	.	-4.4	.	1428	-0.18	-0.33	.	.	-0.62	.	.	.	-0.29	1181	i	0.45
`Cc1cccc(CSc2nc3c(c(=O)[nH]2)CCC3)c1` is listed as 5	1.6	7%	-1.1	4.6	983	-0.26	0.19	-4	i	0.29	-4	7%	8.1	-0.32	1096	i	0.28
